Bim-Bcl-XL – disrupts Bim peptide binding to human Bcl-XL | Q07817 | bead flow cytometry, fluorescence | inhibition, % at 10 µM | 190,000 tested, 0.04% active
Target sequence (Q07817 whole entry, looked up): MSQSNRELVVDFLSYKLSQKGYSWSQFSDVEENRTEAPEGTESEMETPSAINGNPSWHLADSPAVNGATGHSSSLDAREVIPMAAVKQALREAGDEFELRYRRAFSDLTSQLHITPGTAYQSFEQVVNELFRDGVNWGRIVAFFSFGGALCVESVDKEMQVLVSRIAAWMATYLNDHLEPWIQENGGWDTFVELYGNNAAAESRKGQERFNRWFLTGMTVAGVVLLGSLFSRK
RGS4-Gao reg – modulates binding of RGS4 to human Galphao | Multiplexed bead flow cytometry; actives lie on both sides | binding response (% of control), % at 10 µM | 220,000 tested, 0.33% active | AID 1415; in the data active means binding response below about 49% or above about 150%; inactive means in between;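 further: fluorescent Galphao activated with aluminum fluoride binding bead-coupled RGS4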
Target sequence (P09471 whole entry, looked up): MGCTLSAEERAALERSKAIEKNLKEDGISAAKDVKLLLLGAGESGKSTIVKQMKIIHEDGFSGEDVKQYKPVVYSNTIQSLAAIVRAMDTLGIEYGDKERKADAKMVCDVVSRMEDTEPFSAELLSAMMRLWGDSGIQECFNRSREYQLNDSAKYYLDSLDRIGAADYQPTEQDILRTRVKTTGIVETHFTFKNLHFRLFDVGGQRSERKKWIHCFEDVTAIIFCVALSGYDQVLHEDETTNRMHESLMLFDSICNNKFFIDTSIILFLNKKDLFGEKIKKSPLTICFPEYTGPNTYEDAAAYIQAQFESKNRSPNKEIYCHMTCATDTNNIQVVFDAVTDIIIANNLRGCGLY
Bim-Bcl-B – human Bim-Bcl-B interaction inhibition | Q9HD36 | bead-based flow cytometry, Bim peptide-Bcl-B binding | inhibition, % at 10 µM | 190,000 tested, 0.073% active | AID 951;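 further: 0% = tracer peptide without compound and 100% = reference inhibitor peptide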
Target sequence (Q9HD36 whole entry, looked up): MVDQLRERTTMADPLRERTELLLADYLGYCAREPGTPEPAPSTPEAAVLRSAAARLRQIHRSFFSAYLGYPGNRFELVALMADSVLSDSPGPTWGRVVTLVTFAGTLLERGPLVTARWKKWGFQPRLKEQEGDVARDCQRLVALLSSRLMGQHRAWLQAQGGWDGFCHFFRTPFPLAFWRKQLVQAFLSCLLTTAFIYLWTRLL
Bcl-2 Bim block – disrupts Bim peptide binding to human Bcl-2; P10415; Bead-based flow cytometry, Bim peptide-Bcl-2 binding; inhibition, % at 10 µM; 190,000 tested, 0.06% active; AID 950; in the data active means inhibition above about 40%; inconclusive means no clear call, values can overlap the other calls;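 further: 0% = no compound wells with probe peptide and 100% = reference peptide inhibitor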
Target sequence (P10415 whole entry, looked up): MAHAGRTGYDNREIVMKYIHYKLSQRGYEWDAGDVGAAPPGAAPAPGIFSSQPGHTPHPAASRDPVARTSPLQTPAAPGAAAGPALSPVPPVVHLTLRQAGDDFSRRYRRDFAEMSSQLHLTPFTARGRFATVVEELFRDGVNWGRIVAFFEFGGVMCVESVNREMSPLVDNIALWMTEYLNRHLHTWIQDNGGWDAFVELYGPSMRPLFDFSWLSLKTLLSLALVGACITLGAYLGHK
ABCG2 block – blocks JC-1 efflux by human ABCG2 transporter; IgMXP3 cells, flow cytometry; Q9UNQ0; AID 1325; 190,000 tested, 0.1% active; inhibition, % at 6.6 µM;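 active means inhibition above 80%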;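 further: 0% = DMSO and 100% = nicardipine control wells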
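Assay system – ABCG2 IgMXP3 and barcoded ABCB1 CCRF-Adr cell mix · Input – 3 million cells/mL in well · Reagent – JC-1 fluorescent substrate · Compound – single test compound dose, 6.6 µM final · Timing – 10 min exposure at 25 °C with rotation, no wash · Detection – flow cytometry of retained JC-1 fluorescence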
Avidin bead fluor – avidin bead compound fluorescence profile; Avidin beads, compound fluorescence 488/530 nm, flow cytometry; active compounds read high; fluorescence (KMESF) at 10 µM; 220,000 tested, 0.38% active; in the data active means fluorescence above about 47; further: inactives centre near 10
ABCB1 block – inhibitors of human ABCB1 transporter, ABCG2 counter-screen; P08183; CCRF-Adr cells, JC-1 efflux, flow cytometry; inhibition, % at 6.6 µM; 190,000 tested, 0.067% active; AID 1326; in the data active means inhibition above about 40%;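 further: 0% = vehicle and 100% = reference inhibitor; higher value means more JC-1 retained so stronger ABCB1 efflux block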
RGS7-Gao – regulators of human RGS7-Galphao interaction; AID 1439; 220,000 tested, 0.35% active; Multiplexed bead flow cytometry, RGS7-Galphao binding; actives lie on both sides; binding response (% of control), % at 10 µM; P09471; in the data active means binding response below about 49% or above about 150%; inconclusive means no clear call, values can overlap the other calls; inactive means in between;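 further: fluorescent Galphao held in activated GDP-AlF4 state binding bead-coupled RGS7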
Bim-Bfl-1 – inhibitors of Bim-Bfl-1 interaction, human; Q16548; Bead-based flow cytometry, Bim-Bfl-1 binding inhibition; inhibition, % at 10 µM; 190,000 tested, 0.12% active;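 further: 0% = wells without compound plus tracer and 100% = blocker peptide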
Bcl-W Bim block – inhibitors of Bim-Bcl-W interaction, human; 190,000 tested, 0.02% active; bead-based flow cytometry, Bim peptide-Bcl-W binding; Q92843; inhibition, % at 10 µM;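 further: 0% = bound tracer without compound and 100% = peptide blocker; higher means less fluorescent Bim peptide bound to Bcl-W beads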
GSH fluor – compound fluoresces at 488/530 nm on GSH beads | GSH beads flow cytometry, compound fluorescence 488/530 nm; active compounds read high | fluorescence (KMESF) at 10 µM | 190,000 tested, 0.25% active | AID 1776; in the data active means fluorescence above about 89;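 further: glutathione beads carrying GST-tagged Bcl family fusion proteins plus one bare bead set; values are compound well signal with DMSO vehicle wells as background; inactives centre near 16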
The depositor's hits bear a star; ? = inconclusive; [ ] = dose if it differs, or a comment. Unless noted, no stated cut-off is given here; in the data, active means inhibition above about 40%.

SMILES	Bim-Bcl-XL	RGS4-Gao reg	Bim-Bcl-B	Bcl-2 Bim block	ABCG2 block	Avidin bead fluor	ABCB1 block	RGS7-Gao	Bim-Bfl-1	Bcl-W Bim block	GSH fluor
CCc1ccc(OCC(=O)Nc2ccc(N3CCN(S(C)(=O)=O)CC3)cc2)cc1	-2.0	101.3	-6.0	-1.0	3.0	8	1.0	101.0	-5.0	0.0	21
CC(=O)N1CCN(C(=O)CC2OC(=O)c3ccccc32)CC1 (stereo unspecified)	-2.0	99.5	0.0	0.0	0.5	10	0.0	100.5	1.0	0.0	75
O=C1CCCN1CCCNC(=S)Nc1ccc(F)c(Cl)c1	-7.0	99.4	-27.0	-6.0	8.6	10	-0.3	?	-3.0	-6.0	16
CCCCCOCC1CC(C/C(C)=N/Nc2nc(-c3ccccc3)cs2)C(=O)O1 (stereo unspecified)	-3.0	98.0	-1.0	1.0	5.5	16	2.2	99.3	0.0	-2.0	29
CC(=O)Nc1nc(-c2ccc(Cl)cc2)nc(C)c1C(C)=O	0.0	105.7	-2.0	-4.0	8.8	10	1.0	101.6	-1.0	-4.0	23
COc1ccc(NS(=O)(=O)c2cc(NC(=O)CNC(=O)c3ccc(C)s3)ccc2Cl)cc1	-4.0	106.3	-3.0	-1.0	-14.4	8	-1.4	99.2	0.0	0.0	6
COc1cccc(NC(=O)N2CCC(n3nnc4ccccc43)CC2)c1	0.0	102.8	2.0	4.0	10.1	25	0.8	131.1	7.0	-5.0	11
CC(=O)c1c(C)[nH]c(C(=O)NCCc2cccc(C)c2)c1C	-6.0	90.2	-9.0	-9.0	2.2	10	0.7	91.5	-14.0	-1.0	39
COc1ccc(S(=O)(=O)Nc2cc(C)ccn2)cc1	3.0	104.1	-11.0	-13.0	-0.3	10	-0.1	99.8	-12.0	2.0	68
COC(=O)C1=C(C)N=C2SC(C#N)=C(N)N2C1c1cc(OC)c(OC)c(OC)c1 (stereo unspecified)	-6.0	101.9	-5.0	-12.0	17.1	29	1.7	102.5	-17.0	3.0	22
CN(C)c1ccc(C=Nc2ccc(N(C)C)cc2)cc1	-2.0	75.9	-30.0	18.0	-0.6	3	-0.2	85.5	25.0	9.0	12
CC(=O)Nc1c(O)nc(SC/C=C/CSc2nc(O)c(NC(C)=O)c(=O)[nH]2)[nH]c1=O	0.0	103.1	0.0	-2.0	0.2	9	0.2	?	-4.0	2.0	12
CCOc1ccc(C(=O)N2CCN(c3cccc(Cl)c3)CC2)cc1	-1.0	98.5	-2.0	-4.0	6.1	8	-0.3	94.4	-5.0	-4.0	15
CS(=O)(=O)c1ccc(C(=O)NC2CCOC2=O)cc1 (stereo unspecified)	-18.0	108.0	-4.0	-4.0	2.3	9	0.6	109.4	-1.0	-1.0	30
Nc1cc(C(=O)OCC(=O)N2CCCC2)ccc1Cl	1.0	99.1	2.0	0.0	-0.5	9	-0.3	100.3	0.0	3.0	33
COc1ccc([C@H](C)NC[C@H](O)c2ccc(O)c(NC=O)c2)cc1	-4.0	68.5	-4.0	-1.0	0.9	8	0.4	62.6	-5.0	-1.0	13
Cc1ccc(S(=O)(=O)N(CC(=O)N/N=C/c2cccc3c2OCCO3)c2ccccc2F)cc1	-9.0	90.1	-9.0	-12.0	-4.1	17	-0.4	91.3	-10.0	-1.0	31
CC(C)NC(=O)NC(=O)COC(=O)c1cccc(S(=O)(=O)N2CCCCC2)c1	-6.0	99.5	-5.0	-3.0	2.0	6	0.8	98.1	0.0	-4.0	11
OCCC1CN(Cc2cccn2-c2nccs2)CCN1CCc1ccccc1 (stereo unspecified)	0.0	92.8	-1.0	0.0	2.8	3	7.8	97.5	6.0	-1.0	8
CC(=O)n1nc(-c2ccc(C)cc2)nc1NCc1ccc(F)cc1	-2.0	105.1	-3.0	0.0	2.9	9	0.1	?	-3.0	-2.0	20
CC1CCc2c(C(=O)Nc3nccs3)csc2C1 (stereo unspecified)	3.0	98.1	1.0	0.0	-5.4	16	-5.3	96.3	-1.0	2.0	28
Cc1ccc(C)c(NC(=O)CSc2nnc(-c3ccccc3C)o2)c1	-10.0	99.5	-6.0	-6.0	0.5	6	0.0	96.0	-12.0	0.0	42
CCNC(=O)COc1cccc2ccccc12	-10.0	98.6	-7.0	-6.0	1.5	6	0.3	101.1	-7.0	0.0	39
COc1cccc2c1OC1(C)CC2NC(=O)N1Cc1ccccc1 (stereo unspecified)	-2.0	96.3	1.0	-7.0	1.4	36	0.4	97.6	-2.0	-2.0	22
Cc1cc(C)c(NC(=O)c2ccc(S(=O)(=O)N3CCOCC3)cc2)c(C)c1	-3.0	103.6	-7.0	-10.0	-2.5	8	-1.9	98.5	-8.0	2.0	24
CCOC(=O)c1cccc(NC(=O)CN(c2ccc(OC)cc2)S(=O)(=O)c2c(C)noc2C)c1	-2.0	99.2	-3.0	-8.0	24.4	18	1.8	101.4	-9.0	2.0	16
Cc1ccc(C(=O)OCC(=O)NCc2cccs2)c(C)c1	-2.0	102.6	-4.0	0.0	2.0	9	0.2	?	-3.0	-2.0	14
COC(=O)COc1ccc(C)cc1-n1nc2ccccc2n1	0.0	100.2	-1.0	1.0	7.9	7	0.5	100.5	0.0	2.0	32
CCOc1ccc(NC(=O)CSc2nccn2C)cc1	-6.0	98.9	-4.0	0.0	0.6	32	0.0	99.1	4.0	-8.0	27
Cc1c(CNC(=O)C2CC2)c(-n2cccc2)n(Cc2ccccc2)c1C	-3.0	108.7	-5.0	-1.0	0.7	9	0.8	?	-4.0	-2.0	11
CCCS(=O)(=O)c1nc(C)cc(C)c1S(C)(=O)=O	0.0	102.7	0.0	-2.0	7.3	11	0.5	101.4	-4.0	-1.0	14
O=C(Nc1cc(-c2nc3ccccc3s2)ccc1Cl)c1ccc2c(c1)OCO2	1.0	99.0	-1.0	-2.0	4.7	11	0.8	95.6	-1.0	-1.0	16
Cc1ccc(NC(=O)NCCSc2ccc(C)cc2)cc1	-2.0	99.4	-5.0	-3.0	3.8	10	0.3	96.2	-7.0	-1.0	22
COc1ccc(C=O)c(OC)c1	-5.0	106.0	0.0	-4.0	-0.2	10	0.0	120.0	-11.0	-3.0	24
O=C(N/N=C/c1c[nH]c2c1ccc1ccccc12)c1ccc([N+](=O)[O-])cc1	12.0	96.4	9.0	7.0	-10.7	15	-1.7	90.8	12.0	7.0	9
Nn1c(SCC(=O)Nc2ccc3c(c2)OCCO3)nnc1C(F)(F)F	-3.0	101.1	-10.0	-8.0	1.5	9	0.2	97.0	-7.0	3.0	11
C=CCn1c(Cc2ccc(OC(C)C)c(Cl)c2)nnc1SCC(N)=O	-6.0	95.2	-10.0	-6.0	10.7	13	1.1	88.6	-13.0	-2.0	31
Cc1nc(SCc2nc3ccccc3[nH]2)c2oc3ccccc3c2n1	-2.0	128.0	0.0	0.0	0.7	133*	1.0	166.7*[activator]	-1.0	-1.0	19
O=C(CN(CC1CCCO1)C(=O)CNS(=O)(=O)c1ccc(F)cc1)NCc1ccco1 (stereo unspecified)	0.0	103.8	-2.0	3.0	0.1	9	0.0	98.8	-3.0	1.0	14
C=C(C)CNC(=S)Nc1cccc(N)n1	10.0	99.3	-29.0	8.0	6.9	10	0.1	?	20.0	8.0	18

Whole records, quoted from the list. Screens in order: Bim-Bcl-XL | RGS4-Gao reg | Bim-Bcl-B | Bcl-2 Bim block | ABCG2 block | Avidin bead fluor | ABCB1 block | RGS7-Gao | Bim-Bfl-1 | Bcl-W Bim block | GSH fluor
C=CCn1c(Cc2ccc(OC(C)C)c(Cl)c2)nnc1SCC(N)=O as listed: -6.0 | 95.2 | -10.0 | -6.0 | 10.7 | 13 | 1.1 | 88.6 | -13.0 | -2.0 | 31
O=C(CN(CC1CCCO1)C(=O)CNS(=O)(=O)c1ccc(F)cc1)NCc1ccco1 (stereo unspecified) as listed: 0.0 | 103.8 | -2.0 | 3.0 | 0.1 | 9 | 0.0 | 98.8 | -3.0 | 1.0 | 14
COc1ccc(C=O)c(OC)c1 as listed: -5.0 | 106.0 | 0.0 | -4.0 | -0.2 | 10 | 0.0 | 120.0 | -11.0 | -3.0 | 24
C=C(C)CNC(=S)Nc1cccc(N)n1 as listed: 10.0 | 99.3 | -29.0 | 8.0 | 6.9 | 10 | 0.1 | ? | 20.0 | 8.0 | 18
O=C(N/N=C/c1c[nH]c2c1ccc1ccccc12)c1ccc([N+](=O)[O-])cc1 as listed: 12.0 | 96.4 | 9.0 | 7.0 | -10.7 | 15 | -1.7 | 90.8 | 12.0 | 7.0 | 9

(listing goes on)
SMILES	Bim-Bcl-XL	RGS4-Gao reg	Bim-Bcl-B	Bcl-2 Bim block	ABCG2 block	Avidin bead fluor	ABCB1 block	RGS7-Gao	Bim-Bfl-1	Bcl-W Bim block	GSH fluor
CC(C)CCn1nnnc1C(c1ccc(N(C)C)cc1)N1CCN(C(=O)c2ccco2)CC1 (stereo unspecified)	-6.0	98.2	-6.0	-7.0	2.9	7	0.9	100.1	-13.0	-1.0	57
CCOC(=O)Cc1sc(N)nc1C	-6.0	102.7	-3.0	-2.0	4.1	7	0.2	104.1	0.0	-3.0	13
COc1ccccc1CNCc1cccs1	0.0	96.7	-6.0	-3.0	0.2	7	0.0	96.6	-9.0	1.0	4
Cc1cccc(C)c1NC(=O)COC(=O)C1CC(=O)N(Cc2ccccc2)C1 (stereo unspecified)	-2.0	97.7	-2.0	-2.0	2.2	12	0.8	?	-5.0	-2.0	13
CCOC(=O)c1c(C)[nH]c(C(=O)Cn2c(=O)oc3ccccc32)c1C	-6.0	100.8	-8.0	-11.0	-0.6	16	-0.6	99.0	-11.0	-2.0	22
CCCCc1ccc(Nc2ncccc2C#N)cc1	-4.0	104.6	0.0	3.0	-0.7	10	-0.6	99.7	-2.0	0.0	10
COc1ccc(C2/C(=C(/O)c3ccccc3)C(=O)C(=O)N2CCN2CCOCC2)c(OC)c1 (stereo unspecified)	-5.0	104.3	-4.0	0.0	4.2	8	0.2	100.2	-1.0	-3.0	17
CCc1[nH]nc2c1C(c1cccnc1)C(C#N)=C(N)O2 (stereo unspecified)	5.0	99.3	7.0	8.0	30.2	8	0.3	97.9	8.0	5.0	31
CCC(=O)Nc1ccc(C(=O)Nc2cccc(C)n2)cc1	-3.0	99.8	-4.0	-8.0	0.5	8	-0.1	98.7	-5.0	-3.0	10
O=C1CC(N2CCOCC2)C(=O)N1Cc1ccc(N2CCCC2=O)cc1 (stereo unspecified)	-3.0	117.3	-2.0	-2.0	2.2	16	1.2	113.7	-3.0	-2.0	10
Cc1ccc2nc(C)/c(=N\O)c(C)nc2c1	0.0	92.0	1.0	0.0	3.0	11	0.5	94.0	0.0	0.0	10
Cc1ccc(NC(=O)NC2CCN(S(=O)(=O)c3ccc(F)cc3)CC2)cc1	-7.0	107.0	-9.0	-3.0	14.8	7	1.4	107.2	-1.0	-4.0	14
O=C(O)c1ccccc1-c1ccccc1C(=O)NCCCO	0.0	103.2	0.0	0.0	0.6	33	0.3	99.7	-2.0	-2.0	8
CCOC(=O)c1sc(NC(=S)NC(=O)c2cccc(Cl)c2)c(C(=O)OCC)c1C	-2.0	105.4	-4.0	-4.0	7.7	35	-0.4	106.8	-4.0	0.0	21
O=C(CSc1ncn(-c2ccccc2)n1)Nc1ccc2c(c1)OCO2	-4.0	101.3	-11.0	-9.0	1.5	10	0.1	99.4	-8.0	5.0	14
O=S(=O)(Nc1ccc(Cc2ccncc2)cc1)c1ccc(Br)cc1	-1.0	22.0*	-1.0	-1.0	0.0	-2	0.0	15.0*	0.0	0.0	20

Screening data as filed in PubChem BioAssay.
